TbREL1 inh: TbREL1 inhibition, primary screen; P86926; TbREL1 RNA ligation, FRET fluorescence; inhibition, % at 9.66 µM; 89,000 compounds, 0.49% hits; AID 1117264;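 active = inhibition above the mean inhibition across all screened compounds plus 3 SD, cut at about 11% in these data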;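 note: 0% = plate median of test wells and 100% = NSC42067 control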
Target sequence (P86926 whole entry, looked up): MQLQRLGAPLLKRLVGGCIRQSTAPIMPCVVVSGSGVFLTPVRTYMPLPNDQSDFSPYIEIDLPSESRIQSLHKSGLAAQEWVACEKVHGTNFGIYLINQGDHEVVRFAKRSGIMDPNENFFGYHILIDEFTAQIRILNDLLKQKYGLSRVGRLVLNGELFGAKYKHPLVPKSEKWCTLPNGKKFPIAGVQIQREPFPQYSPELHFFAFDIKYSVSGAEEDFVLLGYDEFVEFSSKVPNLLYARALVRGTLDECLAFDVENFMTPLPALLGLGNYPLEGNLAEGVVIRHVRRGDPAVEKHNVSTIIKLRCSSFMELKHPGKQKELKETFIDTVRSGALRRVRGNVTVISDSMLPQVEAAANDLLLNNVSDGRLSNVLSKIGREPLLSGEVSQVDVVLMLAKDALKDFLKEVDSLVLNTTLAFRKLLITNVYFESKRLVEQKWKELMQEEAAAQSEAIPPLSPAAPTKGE
* marks the source's active call; other numbers are inactive results.

The opening two compounds, to show the layout:
Structure | TbREL1 inh
CC(C)NC(=O)NC1CCN(CC(=O)Nc2ccc3c(c2)OCCO3)CC1 | 0.4
C#CCn1c(=NC(=O)CN2C(=O)CCC2=O)sc2cc(S(N)(=O)=O)ccc21 | 0.2

Results, repeating the preview:
Structure | TbREL1 inh
CC(C)NC(=O)NC1CCN(CC(=O)Nc2ccc3c(c2)OCCO3)CC1 | 0.4
C#CCn1c(=NC(=O)CN2C(=O)CCC2=O)sc2cc(S(N)(=O)=O)ccc21 | 0.2
CC(C)c1ccc2[nH]c(O)c(N=NC(=O)c3cccc(S(=O)(=O)Nc4ccc(Cl)cc4)c3)c2c1 | -1.8
CCCCOCCCNC(=O)C[C@H]1C[C@@]2(C(=O)OC)C(=C[C@H](C3CCCC3)O[C@@H]2C)N(Cc2ccco2)C1=O | -6.6
CCCCCC(=O)Nc1nnn(CCC)n1 | 0.8
CCCN1CCC(=O)N([C@H](CSc2ccc(OC)cc2)Cc2ccccc2)CC1 | 0.4
Cc1ccc(NP(=O)(c2ccc(N(C)C)cc2NC(=O)c2cccs2)N2CCOCC2)cc1Cl (stereo unspecified) | -4.6
CCc1ccc([C@@H]2CC=C(C(=O)O)[C@H](c3ccccc3)N2S(=O)(=O)c2ccc(C)cc2)cc1 | -2.2
CCc1c(C)nc(SCC(=O)Nc2ccc3c(c2)OCCO3)[nH]c1=O | 1.9
COc1cccc(C=C(C(C)=O)C(=O)c2ccccc2)c1 | 2.3
CN1C2CCC1CC(NC(=O)c1cc(S(=O)(=O)N(C)C)c(Cl)cc1Cl)C2 (stereo unspecified) | -1.6
Cc1cccc(N2CCN(Cc3nc(-c4ccc(F)cc4F)oc3C)CC2)n1 | -2.5

(continued)
Structure | TbREL1 inh
O=S(=O)(Cc1ccccc1Cl)N1CCCC1 | 0.8
COc1ccc(CC(=O)Nc2ccc(S(=O)(=O)Nc3ncccn3)cc2)cc1 | -1.5
O=C(Nc1nc2ccccc2[nH]1)C1CCN(C(=O)c2ccc(F)cc2)CC1 | 0.2
Cc1cccc(NC(=O)CSc2nnc([C@@H]3CCCN3C(=O)OC(C)(C)C)o2)c1C | -1.6
C=Cn1c(C(=O)O)cc(CC)c1-c1ccccc1 | -2.4
CC(=O)N(C)c1nnc(-c2cnccn2)s1 | 0.3
CC(C)c1ccccc1NC(=S)NCCCn1ccnc1 | 1.1
CC(C)CN1CCC(CNC(=O)CCc2nnc(Cc3c[nH]c4ccccc34)o2)CC1 | 1.0
CC(=O)Nc1nonc1NC(=O)CSc1nc2ccccc2o1 | 0.7
CC(C)NC(=O)CN1CCN(Cc2nc(C(c3ccccc3)c3ccccc3)no2)CC1 | 0.3
COc1ccc(CNC(=O)CCc2c(C)nc3cc(-c4ccccc4OC)nn3c2C)cc1 | -5.6
O=C1NC[C@H](CCCCN2CCN(Cc3ccccc3)C(=O)C2=O)N(Cc2ccccc2)C1=O | 1.0

Next records follow:
Structure | TbREL1 inh
O=C(NCCc1ccc(Cl)cc1)C1CCN(S(=O)(=O)N2CCC3(CC2)OCCO3)CC1 | 0.1
CCn1cc(/C=C(\NC(=O)c2ccccc2F)C(=O)N2CCN(C)CC2)c2ccccc21 | -7.8
COC(=O)CCC(C)N1CCC(Oc2ccc(C(=O)NCc3ccccn3)cc2)CC1 (stereo unspecified) | 3.3
c1ccc(Cn2ccc3ccc(-c4ccc5ccn(Cc6ccc(-c7ccccc7)cc6)c5c4)cc32)cc1 | 0.1
CCCCOC(=O)/C(=C/C=C/c1ccccc1)NC(=O)c1ccccc1 | 7.7
Cc1c(C(=O)OC2CCCCC2)sc2nc[nH]c(=O)c12 | 0.1
Cc1cnn(Cc2cccnc2)c1N | -1.4
CC1CCc2c(C(=O)Nc3cccc(-c4nn[nH]n4)c3)csc2C1 (stereo unspecified) | 2.9
CCOc1ccc(CNc2ccc3c(c2)nc(C)n3C)cc1 | -6.2
COc1ccc(C(=O)NCc2c(C)nn(Cc3ccccc3)c2C)cc1S(=O)(=O)N1CCOCC1 | -0.6
Cc1ccc(SCC(=O)OCC(=O)N(C)C2CCS(=O)(=O)C2)cc1C (stereo unspecified) | 1.5
COC(=O)C1=C(C)N(Cc2ccccc2C(F)(F)F)C(=NCc2ccc(C(F)(F)F)cc2)NC1c1ccc(C(F)(F)F)cc1 (stereo unspecified) | 25.2*

More records
Structure | TbREL1 inh
CC(Sc1nnc(CN2CCCC2)n1Cc1ccccc1)C(=O)Nc1ccc(F)cc1Cl (stereo unspecified) | -3.2
COC(=O)c1sc(NC(=O)CSc2nnnn2-c2ccc(C)cc2C)nc1C | -1.3
O=c1cc(N2CCOCC2)[nH]c(=O)n1-c1ccc(Br)cc1 | -3.0
O=C(CCCCn1c(=O)[nH]c2ccccc2c1=O)NCCc1c[nH]c2ccccc12 | -4.8
Cc1ccccc1NC(=O)c1cc([N+](=O)[O-])ccc1NCCN1C(=O)CCC1=O | 2.4
O=C1CC[C@@H](OCc2ccccc2)CCN1CC[C@H](Sc1ccccc1)c1ccccc1 | 0.3
CCOC(=O)CN1C(=O)N[C@@H](c2cccs2)C(C(C)=O)=C1C | -1.7
O=C(CSc1ncn[nH]1)Nc1c(F)cc(F)cc1Br | 1.3
Cc1ccc(S(=O)(=O)NCC(=O)OCc2cc(=O)oc3cc(C)ccc23)cc1 | 8.0
Cc1ccc(C(=O)Nc2cccc3cccnc23)cc1C | 4.2
CCOC(=O)c1c(C)nc2ccc(C)cn12 | -0.5
CCOC(=O)c1sc(N=NC2=C(O)CCCC2=O)c(C(=O)OCC)c1C | 2.0

(next part)
Structure | TbREL1 inh
O=C(Nc1cccc(F)c1)C1CCN(C(=O)c2ccc(Cl)cc2)CC1 | 0.5
CCCC(=O)NC1=C(C#N)C2(CCCC2)Cc2ccccc21 | -0.8
CC(=O)N1CC=CC1(C)C(=O)NCc1cc(F)cc(C(F)(F)F)c1 (stereo unspecified) | 8.3
Cc1oc(-c2ccc(Cl)cc2)cc1-c1nn2c(-c3ccoc3C)nnc2s1 | 2.2
Cc1ccc(SCC(=O)NCCN2C(=O)CSC2=O)cc1C | 0.1
CCC(CO)Oc1cc(NCc2ccc(Cl)cc2)c2ncn(C(C)C)c2c1 (stereo unspecified) | -2.3
CC(O)(c1cccnc1)c1nc(-c2cccc(C(F)(F)F)c2)cs1 (stereo unspecified) | 2.3
Cc1n[nH]c(=O)nc1NCc1ccc(Cl)cc1 | 2.7
COc1ccc2oc(=O)c(C(=O)O)cc2c1 | 3.4
O=C(O)c1ccc2c(c1)S(=O)(=O)N=C1CCCCCN12 | -1.9
Cn1c(-c2ccc(CN3CCCCC3)o2)nc2ccccc21 | 2.0
COCc1nnc(NC(=O)CC(c2ccccc2)c2ccccc2)s1 | 0.8

(listing goes on)
smiles	TbREL1 inh
COc1ccccc1C(=O)NNC(=O)c1ccc(NC(=O)c2ccccc2)cc1	-2.0
Cn1c(=NC(=O)CSCC(=O)N2CCCCC2)sc2ccccc21	0.6
Cc1ccccc1CS(=O)(=O)Cc1ccc(C(=O)Nc2cccc(C)c2C)o1	-3.7
COc1ccc(OCC(=O)N2CCc3ccccc32)c([N+](=O)[O-])c1	-1.0
COc1cc(/C=N/NC(N)=O)ccc1OC(=O)c1ccco1	6.4
COc1cc(O)c(C(CCN2CCOCC2)c2ccc(N(C)C)cc2)c(OC)c1 (stereo unspecified)	-6.0
COc1cc(N)c(Cl)cc1C(=O)OCC(=O)Nc1ccc(N2CCOCC2)cc1	2.4
COc1ccc(/C=C/C(=O)OCC(=O)NCCNC(=O)COC(=O)/C=C/c2ccc(OC)cc2)cc1	-2.8
CCC(C)[C@H](NC(=O)NC(C)C)C(=O)O (stereo partly specified)	2.2
COc1ccc(C(c2nnnn2C(C)(C)C)N2CCN(C/C=C/c3ccccc3)CC2)cc1 (stereo unspecified)	-2.4
Cc1ccc2nc(NC(=O)C3CCN(S(=O)(=O)c4cccs4)CC3)sc2c1	1.4
Cn1nc(C(=O)NC2CCCCCC2)ccc1=O	-2.9
Cn1cc([N+](=O)[O-])c(C(=O)NNC(=O)c2ccc([N+](=O)[O-])cc2Cl)n1	0.2
NC(=O)c1sc2nc3c(cc2c1N)CCCCCC3	-2.9
O=C(c1cccc(NS(=O)(=O)c2ccccc2)c1)N1CCN(c2ccccc2)CC1	-2.9

Next section
smiles	TbREL1 inh
O=C(CCc1nnc2n(Cc3ccc(F)cc3)c(=O)c3ccccc3n12)NCCN1CCOCC1	0.0
O=C(NNC(=O)C1CCN(Cc2cccc(F)c2)CC1)c1cccc(Cl)c1	0.2
O=C(CSc1nc2ncc(Cl)cc2[nH]1)NCC(=O)Nc1ccc(F)c(F)c1F	0.2
O=C(Nc1ncc2c(n1)-c1ccccc1OC2)c1ccc(Cl)cc1	-1.0
Cn1c(=O)[nH]c(=O)c2c1nc(N1CCCCC1)n2CCCSc1nc2ccccc2s1	0.2
CNC[C@@H](CC1CCCCC1)NC[C@H](CC(C)C)NCCc1cccc(C(F)(F)F)c1	6.2
Cn1c(SCC(=O)Nc2ccc(N3CCOCC3)c(Cl)c2)nnc1C(O)c1ccccc1 (stereo unspecified)	-1.3
C/C=C/C=C\C(=O)Nc1cccc(C2=NOC3(C2)C[C@H](C(N)=O)N(C(=O)/C=C/C)C3)c1 (stereo partly specified)	2.5
Cc1cc(C)c(NC(=O)Cn2ncc3ccccc32)c(C)c1	3.2
COc1cccc(OCc2cc(C(=O)NCc3ccc4c(c3)OCO4)no2)c1	2.3
Cc1cc(C)cc(N(CCC#N)C(=O)COC(=O)c2nc3nc(C)cc(C)n3n2)c1	0.5
CSc1ccccc1C(=O)NC1CCCCCC1	3.5
C=CCn1c(O)c(C(CC)=NCc2cccnc2)c(=O)[nH]c1=O	-1.8
Cn1nc(C(F)(F)F)c(C(=O)Nc2cccc(Cl)c2)c1Cl	5.0
COc1ccc(NC(=O)N2CCCCCC2)cc1OC	6.2

Shown field by field: four of the compounds above.
molecule: COC(=O)c1sc(NC(=O)CSc2nnnn2-c2ccc(C)cc2C)nc1C
  TbREL1 inh: -1.3

molecule: O=C(c1cccc(NS(=O)(=O)c2ccccc2)c1)N1CCN(c2ccccc2)CC1
  TbREL1 inh: -2.9

molecule: C/C=C/C=C\C(=O)Nc1cccc(C2=NOC3(C2)C[C@H](C(N)=O)N(C(=O)/C=C/C)C3)c1 (stereo partly specified)
  TbREL1 inh: 2.5

molecule: CC(=O)N(C)c1nnc(-c2cnccn2)s1
  TbREL1 inh: 0.3

Shown as a hit in TbREL1 inh, among the entries above:
smiles	TbREL1 inh
COC(=O)C1=C(C)N(Cc2ccccc2C(F)(F)F)C(=NCc2ccc(C(F)(F)F)cc2)NC1c1ccc(C(F)(F)F)cc1 (stereo unspecified)	25.2*

(next part)
smiles	TbREL1 inh
CN1CCC(N(C)C(=O)/C(C#N)=C/c2ccccc2)CC1	1.6
CN(C)C(=O)c1ccc(-n2cnc3ccccc3c2=O)cc1	-2.9
CN(C)/C=N/c1cnc(C(=O)c2ccc(Cl)cc2)n1C	-2.7
CCC(C)c1ccc(NC(=O)c2[nH]c(C)c(C(C)=O)c2C)cc1 (stereo unspecified)	-0.8
S=C1NCCOCCOCCOCCOCCNC(=S)N2CCOCCOCCN1CCOCC2	-2.5
CS(=O)(=O)N1CCCC(C(=O)N2CCN(c3cccc(Cl)c3)CC2)C1 (stereo unspecified)	-0.2
Cn1cnc([N+](=O)[O-])c1Sc1ncccc1N	-3.4
COc1ccc(CN2C(=O)c3cccc4cccc(c34)C2c2nc3ccccc3[nH]2)cc1 (stereo unspecified)	0.4
O=C(/C=C/c1ccccc1[N+](=O)[O-])OC1CCCCC1=O (stereo unspecified)	-3.0
CC(C(=O)NC1CCCC1)N1CCN(S(=O)(=O)c2ccc(C(C)(C)C)cc2)CC1 (stereo unspecified)	1.4
COC(=O)[C@H]1[C@@H](C)N(CCc2cc(OC)c(OC)c(OC)c2)C(=O)N[C@H]1c1ccccc1	6.6
CCCOc1ccc(NC(=O)c2c(-c3ccccc3)noc2C)cc1	-0.3
CSc1ccccc1NC(=O)Cn1c(-c2cscn2)nc2ccccc21	-3.7
Oc1ccc(C[C@H]2CNC(=S)N2CC2CCCN2C[C@H](Cc2ccc(O)cc2)N2C[C@H](Cc3ccccc3)N(CC3CCCCC3)C2=S)cc1 (stereo partly specified)	-4.5
CCCCC(=O)Nc1ccc(F)c(Cl)c1	4.2

(next part)
smiles	TbREL1 inh
O=C1CC(c2ccc(F)cc2)C2=C(CCCC2=O)N1 (stereo unspecified)	1.0
Cc1ccc(C(=O)NCCNC(=O)c2cccnc2)cc1	3.7
Cc1c(C(=O)NCc2ccccc2C(F)(F)F)sc(=O)n1Cc1cccc(C(F)(F)F)c1	2.1
C/C(CC(=O)Nc1ccc2c(c1)OCCO2)=N\NC(=O)COc1ccccc1C	-1.5
CCOC(=O)C1=C(COC(=O)CCOc2ccccc2)NC(=O)NC1C (stereo unspecified)	-2.5
CC(=O)c1ccc(NC(=O)C2CCN(S(=O)(=O)c3cccc4cccnc34)CC2)cc1	0.0
CC(C)Oc1cccc(-c2cc(C(=O)N3CCN(S(C)(=O)=O)CC3)c3ccccc3n2)c1	-2.1
CC(=O)N1CCN(C(=O)CCNS(=O)(=O)c2ccc(Br)cc2)CC1	0.6
CCN(CC)CCCN1C(=O)CSC1c1ccc2c(c1)OCO2 (stereo unspecified)	-0.5
CCC(C)NC(=O)CSc1nc2n[nH]c(C)c2c(=N)n1-c1ccc(OC)cc1 (stereo unspecified)	-4.1
O=C(Cn1nc(-c2ccccc2)ccc1=O)NCCc1ccc(F)cc1	-0.6
Cc1ccc(C)c(NC(=O)C(Sc2cccc[n+]2[O-])c2ccccc2)c1 (stereo unspecified)	-2.3
COc1ccc(CNC(=O)C2CCCN(S(=O)(=O)c3ccccc3)C2)cc1 (stereo unspecified)	0.3
CC(=O)c1c(C)n(CC(=O)NCc2ccco2)c2ccccc12	0.9
CN1CC(=O)N(CC(=O)NCc2ccc3c(c2)OCO3)C1=O	-1.4

A stretch from further up, as a working copy:
smiles	TbREL1 inh
O=C1CC(c2ccc(F)cc2)C2=C(CCCC2=O)N1 (stereo unspecified)	1.0
Cc1ccc(C(=O)NCCNC(=O)c2cccnc2)cc1	3.7

The list continues.
smiles	TbREL1 inh
CCCc1cc(=O)oc2c(CN3CCCC3)c(O)c(Cl)cc12	3.5
c1nc2nc3c(c(N4CCCC4)n2n1)CCCC3	0.6
O=C(O)c1cc(N/N=C/c2cccnc2)ccc1Cl	-2.3
CC(=O)Nc1ccc(C(=O)Nc2cccc(S(=O)(=O)N(C)c3ccccc3)c2)cc1	-3.1
CCOC(=O)Cc1c(C)nc2c(-c3ccccc3)c[nH]n2c1=O	-2.1

Source: PubChem BioAssay

These rows are one share of the data, so the mix of outcomes need not match the whole.
